NR2F2 inh: blocks human COUP-TFII nuclear receptor | inhibition, % at 8.6 µM | hit rate 0.7% among 370,000 | HEK293T NGFI-A luciferase reporter, luminescence | P24468;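 active = inhibition above a per-plate cutoff, mean inhibition of test wells between control levels plus 3 SD, cut at about 38% in these data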;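 also: cells cotransfected with COUP-TFII expression vector driving the NGFI-A reporter; 0% = median of COUP-TF2 test wells and 100% = reporter-only cells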
TWEAK Fn14 block: blocks TWEAK-Fn14 interaction in a reporter cell assay | TWEAK-stimulated Fn14 reporter cells, luciferase luminescence, 8 h | inhibition, % at 10 µM | hit rate 2% among 360,000; in the data active = inhibition above about 50%
NCOA2 inhibitor: inhibits human steroid receptor coactivator 2; inhibition, % at 9 µM; AID 651957; hit rate 0.17% among 370,000; HEK293 GAL4-SRC2 luciferase reporter, luminescence; Q15596;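 active = inhibition above the mean inhibition of all tested compounds plus 3 SD, set per campaign, cut at about 52% in these data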;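 also: 0% = DMSO treated cells and 100% = cells given Gossypol at 36 µM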
TRAIL sens C8: sensitizes caspase-8 expressing cells to TRAIL | AID 624354 | NB7+C8 cells + TRAIL, ATPlite viability luminescence | hit rate 1% among 360,000 | inhibition (viability loss, TRAIL sensitization), % at 10 µM;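 active = compounds causing at least 50% loss of cell viability in the single-dose screen, relative to plate controls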
NOD2-RIPK2 inh: inhibitors of human NOD2-RIPK2 interaction. inhibition, % at 4.98 µM. CHO BLA complementation NOD2-RIPK2, CCF4 ratio. AID 624267. hit rate 0.38% among 360,000; in the data active = inhibition above about 21%;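 also: 0% = vehicle only and 100% = reference blocker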
NCOA3 inh: human NCOA3 inhibition; inhibition, % at 3.6 µM; HEK293 GAL4-SRC3 luciferase reporter, luminescence; AID 588352; hit rate 0.17% among 360,000;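 active = inhibition above a per-campaign cutoff, the mean of all compounds plus 3 SD, cut at about 60% in these data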;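 also: 0% = DMSO-treated cells and 100% = gossypol-treated cells at 36 µM; higher means less SRC3-driven luciferase light from the GAL4 reporter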
SRC1 inh: human NCOA1 inhibition; Q15788; HEK293 GAL4-SRC1 luciferase reporter, luminescence; inhibition, % at 3.6 µM; hit rate 0.12% among 360,000; AID 588354;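 active = inhibition above the campaign mean plus 3 SD, with each screening campaign given its own cutoff, cut at about 60% in these data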;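 also: 0% = DMSO treated cells and 100% = gossypol at 36 µM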
LMP1 NFkB inh: Epstein-Barr LMP1 NF-kappaB reporter inhibition; LMP1-induced NF-kappaB luciferase reporter cells, luminescence; inhibition, % at 12.5 µM; hit rate 0.69% among 350,000; AID 504558; in the data active = inhibition above about 41%;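 also: 0% = neutral control wells and 100% = reference inhibitor control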
TROY signal inh: inhibitors of TROY-dependent NF-kB signaling | Q293 LMP1-TROYcd NF-kB luciferase reporter, 4 h | inhibition, % at 10 µM | hit rate 0.98% among 360,000;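 active = compounds whose plate-normalised and pattern-corrected inhibition of the luciferase reporter signal at the single screening dose is 50% or more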
LRH-1 inv ag: suppresses constitutive activity of human LRH-1 | O00482 | HEK293T StAR-luciferase reporter, LRH-1 transfected, 24 h | inhibition, % at 3.6 µM | hit rate 0.13% among 360,000 | AID 602396;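 active = inhibition above the mean inhibition of all tested compounds plus 3 SD, cut at about 73% in these data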;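 also: 0% = DMSO wells and 100% = reporter-only cells lacking LRH-1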
TLR9-MyD88 block: TLR9-MyD88 interaction inhibition. Q9NR96+Q99836. CHO BLA complementation TLR9-MyD88, CCF4 FRET ratio. inhibition, % at 4.98 µM. hit rate 0.21% among 340,000. AID 504734;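 active = inhibition above the mean over all tested compounds plus 3 SD, cut at about 21% in these data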;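 also: 0% = DMSO only wells and 100% = clavulanate BLA inhibitor control wells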
* marks the source's active call; other numbers are inactive results; x = not tested or not shown.

SMILES | NR2F2 inh | TWEAK Fn14 block | NCOA2 inhibitor | TRAIL sens C8 | NOD2-RIPK2 inh | NCOA3 inh | SRC1 inh | LMP1 NFkB inh | TROY signal inh | LRH-1 inv ag | TLR9-MyD88 block
CC(NC(=O)CN(C)CC(=O)Nc1cccc(F)c1)c1ccccc1 (configuration not stated) | 2 | -7 | 14 | -5 | -4 | -7 | -20 | 4 | -4 | -15 | 3
Cc1ccc(CNS(=O)(=O)c2c(C)[nH]c(=O)[nH]c2=O)cc1 | 18 | -11 | 0 | -5 | -1 | 8 | -25 | -1 | -24 | 2 | 6
CSCCC(NS(=O)(=O)Cc1ccccc1)C(=O)NNc1ccccc1 (configuration not stated) | 7 | 0 | -33 | -6 | 8 | 0 | -36 | x | 5 | 15 | x
O=C(CCN1CCN(c2ccc(Cl)cc2)CC1)Nc1ccccc1F | 15 | 22 | -11 | 4 | -2 | -13 | 4 | 1 | -11 | 2 | 8
CN(C)c1ccc(NC2=C(Cl)C(=O)c3ccccc3C2=O)cc1 | -17 | 102* | -29 | 70* | 8 | -54 | -77 | 20 | 43 | -131 | 25*
O=C(Nc1cc(S(=O)(=O)N2CCOCC2)ccc1-n1cncn1)c1ccc(Cl)cc1 | 4 | -18 | -19 | 9 | 2 | 20 | 10 | 2 | -5 | 10 | 6
O=C(NCCO[N+](=O)[O-])c1cccnc1 | 25 | -19 | 16 | -4 | -4 | 8 | 10 | 4 | 15 | -5 | 7
COc1ccc(NC(=O)c2c(Nc3ccccc3)sc(C(=O)c3ccc(F)cc3)c2N)cc1 | 3 | 52* | 5 | 30 | -16 | -2 | 14 | 25 | 16 | 10 | -6
COc1cccc(NC(=O)CN(C)C(=O)c2ccccc2OCc2c(C)noc2C)c1 | -4 | -6 | 5 | -8 | -10 | -21 | -8 | -5 | -1 | 14 | 0
Cc1ccc(-c2nnc(SCC(=O)N3CC(C)CC(C)C3)o2)cc1C (configuration not stated) | -3 | -28 | 6 | 18 | 1 | -3 | -16 | 2 | -5 | -4 | -1
COc1cc(-c2nc3cnccn3c2Nc2c(C)cccc2C)ccc1O | -14 | -12 | -14 | -25 | 5 | 6 | 8 | 8 | -11 | 11 | 7
CCCC(=O)N1CCC1(C)C(=O)Nc1ccc2c(c1)OCCO2 (configuration not stated) | -22 | 21 | -20 | -8 | -12 | -6 | -2 | x | 5 | -7 | x
COc1ccc(N2CCN(C(=O)[C@H](Cc3c[nH]c4ccccc34)NC(C)=O)CC2)cc1 | 1 | 14 | -10 | -7 | 0 | 1 | -8 | -7 | 8 | 4 | 2
CC(C)c1ccc(-c2nnn(Cc3nc4ccccc4s3)n2)cc1 | 11 | -25 | -11 | -4 | -2 | -11 | -5 | -9 | -26 | -9 | 10
CC(C)(C)OC(=O)NCc1ccc(CNC(=O)c2nc[nH]c2C(=O)NCc2ccc(CNC(=O)OC(C)(C)C)cc2)cc1 | 47* | 48 | -4 | 26 | -12 | 18 | 12 | 19 | 18 | 27 | -7
C#CCN(C[C@@H]1[C@@H](OC(=O)NCc2ccco2)[C@@H](OC(=O)NCc2ccco2)Cn2c(=O)n(CCCCCC)c(=O)n21)S(=O)(=O)c1ccc(C)cc1 | 16 | -21 | 26 | 4 | 2 | -1 | -41 | -30 | -5 | 14 | -1
CSc1nsc(SCC(=O)Nc2ccccc2F)n1 | -28 | -11 | -33 | -10 | 0 | -50 | -11 | -17 | -9 | -36 | -4
O=S(=O)(Nc1nc2ccccc2nc1Cl)c1ccccc1 | 0 | 17 | -11 | -1 | -17 | 3 | 9 | 37 | -7 | -5 | -1
CC1CCC(NC(=O)c2cccc(S(=O)(=O)N3CCOCC3)c2)CC1 (configuration not stated) | -4 | -6 | -60 | 3 | -10 | -6 | -30 | -12 | -12 | -24 | -2
CCN1CCN(CCNC(=O)c2cn(Cc3ccccc3F)nn2)CC1 | -13 | -6 | 12 | 1 | -17 | 0 | 18 | -12 | -8 | 8 | -9
O=C(Nc1ccccc1)c1ccc(S(=O)(=O)NCC2CCCO2)cc1 (configuration not stated) | -1 | 12 | 12 | 8 | -14 | 8 | 11 | 5 | -13 | 11 | -7
Cc1sc2nc(SCc3nc4ccccc4[nH]3)n(Cc3ccco3)c(=O)c2c1C | 5 | 15 | -14 | -6 | -1 | -1 | -6 | 9 | -52 | -11 | 8
COc1ccc(NC(=O)C2(C)Cc3c(-c4cccc(C(N)=O)c4)ccnc3O2)cn1 (configuration not stated) | -2 | -3 | 8 | 25 | -5 | 16 | -4 | x | -1 | 17 | x
O=C(c1cccnc1)N1CCN(c2c(Cl)cccc2[N+](=O)[O-])CC1 | 13 | -19 | 10 | -5 | -9 | -4 | -6 | -4 | 4 | -28 | 2
COc1ccc(C(=O)CSc2nnc(CNC(=O)c3ccccc3)n2C)cc1 | 5 | 4 | 0 | -9 | -9 | 8 | -9 | -4 | -4 | 11 | 3
SMILES | NR2F2 inh | TWEAK Fn14 block | NCOA2 inhibitor | TRAIL sens C8 | NOD2-RIPK2 inh | NCOA3 inh | SRC1 inh | LMP1 NFkB inh | TROY signal inh | LRH-1 inv ag | TLR9-MyD88 block
CCN(CC)C(=O)CSc1nc2c(sc(=S)n2-c2ccccc2)c(=O)n1-c1ccccc1OC | 27 | -6 | 5 | -24 | 0 | 14 | -36 | 7 | 21 | -3 | 2
Cc1cc(NS(=O)(=O)c2ccc(NC(=S)NC(=O)c3ccc(Br)cc3)cc2)no1 | -1 | 4 | 12 | 17 | -6 | 7 | 11 | -3 | 1 | -32 | 3
CCOC(=O)N1CCC(NC(=O)c2ccc(CS(=O)c3cccc(C)c3)o2)CC1 (configuration not stated) | 7 | 1 | 5 | 0 | -8 | 24 | -2 | 1 | -10 | -3 | 3
Cc1cccc(-n2cc[nH]c2=S)c1C | 7 | -6 | -3 | -19 | -4 | 12 | -17 | -6 | 13 | 1 | -7
O=C(N/N=C/c1cccc(C(F)(F)F)c1)c1cc2c(s1)-c1ccccc1CC2 | -20 | 17 | -1 | -7 | -3 | 1 | -6 | -7 | -29 | 8 | -4
CC(=O)c1c(O)cc(=O)oc1-c1ccc(C)cc1 | 14 | 7 | 0 | 9 | -13 | 12 | 9 | -4 | -11 | 7 | 6
N=C(N)SCc1cn(-c2ccccc2)nc1-c1ccc(Br)cc1 | 8 | 1 | -18 | -1 | 7 | 20 | 7 | -44 | 9 | 0 | -10
CC(C)CNC(=O)c1ccccc1NC(=O)CCSc1ccccc1 | 10 | 17 | 23 | -2 | 1 | 16 | 11 | -2 | -2 | -11 | -8
CC(C)(C)N1C(=O)[C@H]2[C@@H](c3ccc(Br)cc3)N3C(=O)N(c4ccccc4)C(=O)[C@@]3(Cc3ccccc3)[C@H]2C1=O | 14 | 20 | -3 | 11 | -5 | -14 | -5 | 6 | 7 | -1 | 3
CCN(C(=O)COC(=O)c1oc2ccc(OC)cc2c1C)C1CCS(=O)(=O)C1 (configuration not stated) | 2 | -16 | -14 | 21 | -9 | -16 | -6 | -6 | -4 | -10 | -9
O=C(Nc1ccc(Oc2cccnc2)cc1)C1CCN(Cc2ccccc2F)CC1 | 11 | 4 | 21 | 0 | -2 | 22 | -10 | 4 | -7 | 20 | 6
CCCn1c2ccccc2c2nnc(SCCN3CCOCC3)nc21 | -7 | -14 | -1 | -1 | -5 | 6 | -40 | -1 | -19 | 16 | 3
CCSc1cc(N2CCCC2)nc(-c2ccccc2Cl)n1 | 11 | 8 | -1 | -2 | -1 | 18 | 9 | 4 | 10 | 11 | 12
CC(C)c1ccc(NC2CCCN(C(=O)c3cnn(C(C)C)c3)C2)cc1 (configuration not stated) | 8 | -5 | 10 | 2 | 3 | 7 | -21 | -13 | -18 | 13 | -11
CCn1nc(C(=O)NCCc2ccc(S(N)(=O)=O)cc2)c2ccccc2c1=O | 7 | 4 | -9 | 47* | -7 | -10 | 11 | 9 | -18 | 2 | 8
CCOC(=O)C(=Cc1c[nH]c2ccc(S(=O)(=O)N(C)C)cc12)C(=O)OCC | 7 | 66* | 32 | 1 | 8 | 30 | 23 | 5 | 8 | 20 | 5
Nc1cc(N)nc(SCC(=O)c2ccccc2)n1 | -33 | -2 | -49 | -13 | -8 | -41 | -18 | -15 | -26 | -31 | 6
CCN(Cc1ccccc1)C(=O)COC(=O)Cn1cnc2ccccc21 | -16 | -30 | -16 | -14 | 1 | 13 | -15 | -5 | 7 | 4 | 2
C/C(=N/NC(=O)Nc1ccccc1)c1ccc(C)cc1 | -5 | -24 | -37 | 9 | -10 | 7 | 4 | 0 | -50 | -26 | -8
COc1ccc(C(=O)N/C(=C\c2ccco2)C(=O)NCc2ccco2)cc1 | -4 | 29 | -46 | -2 | -3 | 10 | -17 | 2 | 7 | -19 | -4
COC(=O)CC(NC(=O)C1CC1)c1ccc2c(c1)OCO2 (configuration not stated) | -10 | 33 | -3 | -5 | 0 | 4 | -2 | -4 | -12 | -8 | -3
NS(=O)(=O)c1ccc(OC(=O)CNC(=O)OCc2ccccc2)cc1 | -25 | 12 | 18 | 5 | -8 | 9 | 6 | -2 | -11 | 8 | -9
CN(C)/C=N/c1cc(=O)n(Cc2ccccc2)c(=O)n1C | 3 | -5 | 9 | -7 | -3 | -10 | -9 | -3 | -4 | 4 | 0
COc1ccccc1OCCNC(=O)CCC(=O)N1CCOCC1 | -8 | -6 | 2 | 4 | -10 | 14 | 7 | 1 | 3 | -10 | -9
CCNc1nc(NCC)nc(N(C#N)C(C)C)n1 | -16 | 76* | -12 | -7 | 2 | -28 | -15 | 5 | -7 | 8 | -4
SMILES | NR2F2 inh | TWEAK Fn14 block | NCOA2 inhibitor | TRAIL sens C8 | NOD2-RIPK2 inh | NCOA3 inh | SRC1 inh | LMP1 NFkB inh | TROY signal inh | LRH-1 inv ag | TLR9-MyD88 block
CCCCCCCNC(=O)C1(CC2CC(c3ccc(Cl)cc3)=NO2)CCN(C(=O)c2cc(OCC)c(OCC)c(OCC)c2)CC1 (configuration not stated) | -7 | 2 | -22 | 9 | -6 | 42 | 16 | 2 | 5 | 28 | 1
CC1CCc2cc(F)ccc2N1C(=O)CSc1nnc2c3cc(F)ccc3n(C)c2n1 (configuration not stated) | -17 | 1 | 3 | 1 | -14 | -1 | -6 | -1 | 5 | 9 | 3
COc1cc(CNCCN2CCOCC2)ccc1OCc1cccc(Cl)c1 | 13 | 7 | -26 | 8 | -2 | -18 | -3 | -10 | -14 | 5 | 1
CCOc1ccc(NC(=O)CNc2ccc(C)cc2Cl)cc1 | -20 | -7 | 6 | 5 | 7 | 0 | -16 | 2 | -7 | 5 | 10
C=CCNC(=O)COC(=O)c1cccnc1Nc1ccccc1F | 1 | 24 | -27 | 0 | -4 | -3 | -4 | 3 | -55 | 8 | -7
COC(=O)[C@]12CCCCC=C1N(Cc1cccc3ccccc13)C(=O)[C@H](CC(=O)NCC1CCCCC1)C2 | 2 | 29 | -17 | 23 | -11 | x | x | x | -9 | -16 | x
CN1CCN(C(=O)C2=C[C@H](c3csc4ccccc34)C[C@H](OCCCCO)O2)CC1 | 7 | -1 | -31 | 7 | 3 | 21 | -7 | -1 | -7 | -14 | 4
O=C1NC(=O)/C(=C\c2ccc(Sc3ccc(Cl)cc3)o2)N1 | 17 | -10 | 13 | 35 | 3 | -2 | -2 | 6 | 9 | 3 | -1
CCOc1cc(-c2noc(N)c2C(=O)OC)cc(OCC)c1OCC | 3 | 3 | -15 | 10 | -3 | 18 | -8 | 11 | 6 | -40 | 1

The list is partial; count on the stated rates, not on these rows.
